Screens: PubChem, several laboratories
SDO1 yeast rescue: compounds rescuing growth of sdo1-depleted yeast, bone marrow failure model; S. cerevisiae sdo1-depleted JHY4D growth rescue, OD600 30 h; stronger effect = higher value; pdr5 snq2 efflux-pump mutant strain; z-score at 10 µM; 140,000 compounds, 0.21% hits; AID 817;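 active = z-score above 3 at both the 24 hr and the 30 hr optical density reads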;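 also: z-score against mean and SD of all compound wells on the same plate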
INS promoter inh: TRM-6 insulin promoter activity inhibition; inhibition, % at 2 µM; TRM-6 cells (human fetal islet line), insulin promoter-eGFP reporter, imaging; reporter expression induced with tamoxifen; 130,000 compounds, 0.9% hits;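 active = inhibition above the mean plus 3 SD, with well images judged a real hit on visual review, cut at about 60% in these data, passing the limit was not always enough; inconclusive = inhibition over the cutoff but images rejected on review; inactive = inhibition not above the cutoff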
SDO1 yeast rescue Rescue 24 h: further read-out of SDO1 yeast rescue, marked with its call; z-score; S. cerevisiae sdo1-depleted JHY4D growth rescue, OD600; measured here: growth rescue at 24 h;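 0 is the plate mean of compound wells and units are plate SD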
Active calls of the source: *; ? = inconclusive; nt = no result given; [ ] = remark or other dose. These rows are one share of the data; the hit share may differ from the screen's.

smiles	INS promoter inh	SDO1 yeast rescue Rescue 24 h	SDO1 yeast rescue
Cc1cc(S(=O)(=O)N2CCCC2)ccc1OCC(=O)N1CCC(C(N)=O)CC1	0.0	nt	nt
CC(C)Oc1ccc(/C=N/NC(=O)C2CCCN2S(=O)(=O)c2ccc(Cl)cc2)cc1 (stereo unspecified)	-31.4	-0.78	0.03
Nn1c(Cc2cccc3ccccc23)nnc1SCCOc1ccc(F)cc1	20.0	-1.38	-1.9
Cc1nnc(SCC(=O)NC(=O)NCCC(C)C)s1	25.0	nt	nt
COc1ccc(S(=O)(=O)N(C)CC(=O)Nc2ccc3c(c2)OCO3)cc1	40.6	-0.82	-0.38
CC(/C=N/NC(=O)c1cccs1)=C\c1ccccc1	33.3	nt	nt
O=C(Cn1nc(-c2ccccc2)ccc1=O)NCc1ccc2c(c1)OCO2	nt	-0.77	-0.48
Cc1nc2ccc(Cl)cc2c(-c2ccccc2)c1CC(=O)O	-21.6	0.13	0.3
CCOc1ccccc1CNC(=O)c1nn(CC)cc1[N+](=O)[O-]	11.5	-0.16	0.53
Cc1ccc(CN(C(=O)CNC(=O)c2cccs2)C(C(=O)NCC2CCCO2)c2ccccc2)cc1 (stereo unspecified)	-25.0	-0.42	-0.09
Cc1ccc(C(=O)c2cncc(Br)c2)cc1	-37.5	0.47	0.48
COC(=O)CSC(C)C(=O)Nc1nnc(C(C)C)s1 (stereo unspecified)	35.3	nt	nt
Cc1ccc(CNc2ccc(N3CCOCC3)cc2)s1	?	0.51	1.12
CCOC(=O)c1c(C)[nH]c(C(=O)COc2ccc3c(c2)OCO3)c1C	12.5	-0.73	-1.04
CC(C)C(NC=C1C(=O)OC(C)(C)OC1=O)C(=O)O (stereo unspecified)	3.6	-0.82	-0.34
COc1ccc(CN(Cc2nc3ccccc3c(=O)[nH]2)C(=O)NC2CCCCC2)cc1	-59.5	0.47	-0.39
CC(C)[C@H](NC(=O)c1ccco1)C(=O)OCC(=O)Nc1ccccc1OC(F)F	-80.5	nt	nt
CNc1nc(C)cc(C)c1S(=O)(=O)c1ccc(Cl)cc1	22.2	-1.58	-1.45
COc1cc(CNc2cccc(F)c2)cc(Br)c1O	-63.6	-0.76	-0.42
CC(C)CC(NC(N)=O)C(=O)Nc1ccc2c(c1)OCO2 (stereo unspecified)	-38.5	nt	nt
c1ccc(-c2nc(CSc3nnc(-c4cccs4)o3)cs2)cc1	nt	-1.73	-1.87[9.8 µM]
Cc1ccccc1S(=O)(=O)c1c(C)cc(C)n(CC(C)C)c1=O	-3.2	5.12*	5.52*
CCN1CCN(C(=S)Nc2cc(S(=O)(=O)N(CC)CC)ccc2C)CC1	-57.1	nt	nt
COCc1cc(C)nc2sc(C(=O)NC3CCCCC3)c(N)c12	nt	1.33	0.2
CCCCC1CCC(/C(N)=N/O)CC1 (stereo unspecified)	nt	-0.32	-1.05
Cc1cc(/C=C2\C(=N)N3C(SCc4ccccc4)=NSC3=NC2=O)c(C)n1Cc1ccccc1	13.3	-0.47	-1.38
CCc1cc(=O)[nH]c(-n2[nH]c(-c3ccccc3)cc2=O)n1	-15.4	nt	nt
CC(C)C1C2=C(CC(C)(C)CC2=O)ON1c1ccccc1 (stereo unspecified)	15.8	-1.5	-1.19
O=C(c1ccc(Br)o1)N1CCN(c2ccccn2)CC1	nt	0.14	0.66
Cn1c(=O)c2c(nc(N3CCCC3)n2CC(O)CO)n(C)c1=O (stereo unspecified)	25.0	3.33	2.25

Continuation:
smiles	INS promoter inh	SDO1 yeast rescue Rescue 24 h	SDO1 yeast rescue
O=C(C[n+]1cc2ccccc2c2ccccc21)c1ccccc1	13.0	-0.95	-0.57
C/C(=N/N1CCN(Cc2cccc3ccccc23)CC1)c1cccnc1	-28.6	nt	nt
N#CCCn1c(SCC(=O)c2c[nH]c3ccccc23)nc2ccccc21	nt	1.49	1.09
O=C(CCCCCN1C(=O)CCC1=O)NCc1ccccc1	-24.7	1.1	0.92
CCCOc1ccc(CNC(=O)Cn2c(=O)oc3ccccc32)cc1	nt	1.55	1.55
COc1ccccc1NC(=O)C1=C(C)NC(=O)NC1c1cccc(OC)c1OC (stereo unspecified)	nt	2.59	1.36
CCOC(=O)c1c(-c2ccc(C)o2)csc1NC(=S)NC(=O)c1ccc(F)cc1	-63.6	1.25	-0.5
O=C(c1nc2ncccn2n1)N1CCN(c2ccc(F)cc2)CC1	-31.8	-0.4	0
N#C/C(=C\c1sc(N2CCOCC2)nc1-c1ccccc1)C(=O)Nc1cccc2ccccc12	-222.6	-0.17	-0.79
CCn1nc(C)c(/C=N/NC(=O)Cc2ccc(Cl)cc2)c1C	-3.1	1.18	0.89
Cc1ccccc1-c1nnc(-c2ccc(Br)cc2)o1	nt	-0.09	-0.64
COCCNc1ccnc2c(Cl)cccc12	50.0	0.54	0.95
O=C(C1CCN(S(=O)(=O)c2cccc3nsnc23)CC1)N1CCc2ccccc21	0.0	-0.38	-0.5
N#Cc1ccc(-c2ccc(F)cc2)nc1Sc1ccccc1	nt	0.2	-0.56
COc1ccc(S(=O)(=O)Nc2cc(C)c(O)cc2C(C)C)cc1	37.5	-0.08	0.23
CCCCn1c(N)c(N(CCOC)C(=O)CN2c3ccccc3CC2C)c(=O)[nH]c1=O (stereo unspecified)	-60.0	nt	nt
COc1cccc(-c2nnc(-c3ccco3)o2)c1	-58.3	-0.49	0.33
CCOc1ccc(/C=C/C(=O)Nc2ccc(C(N)=O)cc2)cc1OC	-3.6	-0.16	-0.23
COC(=O)C1=C(N)Oc2cc(C)n(CCc3ccccc3)c(=O)c2C1c1cccnc1 (stereo unspecified)	nt	0.83	0.03
CCCCOC(=O)c1ccc(NC(=O)COC(=O)CSc2nc(C)cc(C)n2)cc1	-24.0	-1.07	-0.65
CCCCN(C)Cc1c(O)ccc2c(-c3ccccc3)cc(=O)oc12	10.3	-0.62	0
CCn1ncc(C2=NOC(C(=O)Nc3c(C)nn(Cc4ccc(F)cc4)c3C)C2)c1C (stereo unspecified)	nt	-0.11	0.01
Nc1cc(=O)[nH]c(=O)n1Cc1ccccc1	25.0	-0.06	0.35
CCOc1ccc(C(C)NC(=O)Nc2ccccc2C(=O)OC)cc1 (stereo unspecified)	nt	-1.22	-0.95
OCCNc1cc(-n2nc(-c3ccccc3)cc2-c2ccccc2)ncn1	nt	0.22	-0.1
Cc1ccccc1NC(=O)COC(=O)CCc1ccccc1	-50.0	nt	nt
CCCCn1c(SCC(=O)Nc2nnc(C)s2)nnc1-c1ccoc1C	42.9	0.41	0.2
CC/C(Cc1ccccc1)=N\NC(=O)c1cc([N+](=O)[O-])cc([N+](=O)[O-])c1	-140.0	nt	nt
CCOc1cc(C(=O)Nc2c(C)ccc3nsnc23)cc(OCC)c1OCC	-25.0	-0.41	-0.31
CCOc1cccc2cc(-c3nnc(NCc4ccc5c(c4)OCO5)s3)c(=O)oc12	nt	-1.19	-1.88

(cont.)
smiles	INS promoter inh	SDO1 yeast rescue Rescue 24 h	SDO1 yeast rescue
COc1cc(/C=N/NC(=O)Cn2ccc(C(F)(F)F)n2)cc(OC)c1OC	-18.2	nt	nt
Cc1ccc(-c2nn(C)c(=O)c3ccccc23)cc1S(=O)(=O)NCCN1CCOCC1	25.8	-0.53	0.04
COc1ccc(CNc2ccc3c(c2)CCC3)cc1OC	6.5	0.46	0.45
COc1ccc(N/C(C)=C/C(=O)c2ccccc2)cc1	-66.7	0.46	0.2
O=C(C1CCCN(S(=O)(=O)c2cccs2)C1)N1CCc2ccccc2C1 (stereo unspecified)	-37.1	-0.99	-0.88
Cc1ccc(N2C(=O)[C@@H]3[C@H](C2=O)C2c4ccccc4C=NN2[C@@H]3C(=O)c2ccc(Cl)cc2)cc1 (stereo partly specified)	-6.5	-0.02	-0.66
COc1cc2[nH]c(=S)n(Cc3ccco3)c(=O)c2cc1OC	10.7	-0.94	-0.76
O=C(NNc1nc2c(F)cccc2s1)C1COc2ccccc2O1 (stereo unspecified)	-22.2	nt	nt
COc1ccc(CCNc2oc(COc3ccccc3F)nc2C#N)cc1	38.5	-0.68	-0.82
COc1ccc(OCc2nc(N)nc(Nc3ccccc3)n2)cc1	-7.9	0.39	0.47
COC(=O)c1ccccc1NC(=O)c1cccc(NC(=O)c2ccc(Br)o2)c1C	37.1	-0.04	-1.62
CCCCc1ccc(NC(=S)NCCc2ccc(S(N)(=O)=O)cc2)cc1	17.6	nt	nt
CCOC(=O)C1=C(O)/C(=C/c2ccc(OCC(=O)O)c(OC)c2)SC1=Nc1ccc(OC)cc1	17.2	1.2	1.27
CC(=O)NCCNC(=O)[C@H](Cc1ccccc1)NC(=O)c1cccs1	-2.7	0.37	1.04
COc1ccccc1C(=O)C(O)c1ccccc1OC (stereo unspecified)	-26.3	0.89	0.86
COc1ccc(Cl)cc1NC(=O)CSc1nnc(CN2CCOCC2)n1-c1ccc(Cl)cc1	22.2	-0.56	-0.88
COc1ccc(CCNC(=O)CSc2ccc(-c3ccncc3)nn2)cc1	47.4	nt	nt
CC(C)c1cc(NC(=O)CCl)on1	-127.3	nt	nt
NC(=O)C(c1ccc(Cl)cc1)c1ccc(Sc2ccccc2)nn1 (stereo unspecified)	38.7	0.03	0.91
O=C(NCCC1=CCCCC1)C1CCN(S(=O)(=O)c2ccc(Br)s2)CC1	5.6	0.53	-0.89
CCOC(=O)c1sc(NC(=O)c2cccc(S(=O)(=O)N3c4ccccc4CC3C)c2)cc1C (stereo unspecified)	-35.7	1.83	0.16
COc1ccc(C(=O)CC(=O)c2ccccc2O)cc1OC	-16.7	nt	nt
COCCN(Cc1cc2cc(C)ccc2nc1Cl)C(=O)Nc1ccccc1OC	-133.3	nt	nt
CCOC(=O)/C(=N/Nc1ccc(Cl)cc1)S(=O)(=O)c1ccc(Cl)cc1	-7.1	0.99	0
O=C(c1ccco1)N(Cc1ccco1)c1ccc(O)cc1	nt	1.96	1.93
CCOc1nc(C)ccc1-c1noc(-c2ccccc2OC)n1	43.5	-0.42	-1.14
CCSc1nnc(-c2cccnc2)n1Cc1ccco1	7.9	0.53	0.58
Cc1cc(/C=C2\SC(=S)N(Cc3ccco3)C2=O)c(C)n1-c1ccccc1	-222.6	-0.84	-0.35
O=C(NCc1ccccc1)c1c(O)c2cccc3c2n(c1=O)CCC3	60.0	-0.98	-0.89
COc1ccccc1N1CCN(CC(=O)Nc2c(C)n[nH]c2C)CC1	nt	-0.68	0.32[7.3 µM]

An excerpt from above in order of the SDO1 yeast rescue value, ascending.
Compound	SDO1 yeast rescue
COC(=O)c1ccccc1NC(=O)c1cccc(NC(=O)c2ccc(Br)o2)c1C	-1.62
CCCCC1CCC(/C(N)=N/O)CC1 (stereo unspecified)	-1.05
Cc1ccc(CN(C(=O)CNC(=O)c2cccs2)C(C(=O)NCC2CCCO2)c2ccccc2)cc1 (stereo unspecified)	-0.09
CCCCn1c(SCC(=O)Nc2nnc(C)s2)nnc1-c1ccoc1C	0.2
COc1ccc(S(=O)(=O)Nc2cc(C)c(O)cc2C(C)C)cc1	0.23

(next part)
smiles	INS promoter inh	SDO1 yeast rescue Rescue 24 h	SDO1 yeast rescue
CCN1CCN(S(=O)(=O)c2cc(C)c(OC)cc2C)CC1	nt	0.82	0.92
N#CC12C(N)=NC3(OCCO3)C1(C#N)C1=C(CCC1)NC2c1ccccc1 (stereo unspecified)	nt	1.1	0.89
CCn1cc(C(=O)N2CCn3c(nc4ccccc43)C2)c(=O)c2ccc(C)nc21	nt	-0.1	0.11
NC1=NC(c2cn(-c3ccccc3)nc2-c2cccs2)n2c(nc3ccccc32)N1 (stereo unspecified)	21.9	0.4	0.53
O=C(Nc1cccc(Cl)c1)OCc1cncs1	8.1	-0.35	-0.08
CC1CCN(Cc2nc3c(c(=O)n(C)c(=O)n3C)n2Cc2c(F)cccc2Cl)CC1	?	nt	nt
CC(Sc1nc(NC(C)(C)C)nc(N(C)C)n1)C(=O)Nc1ccccc1 (stereo unspecified)	-76.9	nt	nt
C/C(Nc1cccc(F)c1)=C(/C#N)C(N)=O	48.0	0.69	0.97
Cc1nc2cc(N=NC3=C(O)CCCC3=O)ccc2s1	25.0	0.38	0.46
CCOC(=O)Nc1cc(OCC)c(NC(=O)C2CC2)cc1OCC	2.6	-0.14	1.23
CCOc1ccc(Br)cc1S(=O)(=O)Nc1ccc(Cl)c(S(=O)(=O)N(CC)c2ccccc2)c1	-10.0	0.76	0.02
Nn1c(SCC(=O)N2CCCc3ccccc32)nncc1=O	11.1	nt	nt
COc1ccc(OC)c2c(N3CC(C)OC(C)C3)cc(C(F)(F)F)nc12 (stereo unspecified)	nt	0.71	-0.3[7.1 µM]
CCCOc1ccccc1C(=O)NCCCC(=O)O	nt	-0.61	0.74
CCCCCCCCCCn1cc(C(C)=O)c(=O)[nH]c1=O	-2.7	-0.08	-1.02
CC(C)(C)c1ccc(-c2n[nH]c(=S)n2/N=C/c2ccncc2)cc1	8.3	0.35	-0.18
COc1ccc(-c2cc(-c3nnc(COC(=O)CC4CCCC4)o3)c3ccccc3n2)cc1OC	23.3	0.18	0.39
COc1ccc2oc(=O)c(C(=O)N3CCN(c4ccc(F)cc4)CC3)cc2c1	-412.5	0.77	0.83

Reprinted at random: 2 compounds from above, in no set order.
smiles	INS promoter inh	SDO1 yeast rescue Rescue 24 h	SDO1 yeast rescue
CCCOc1ccccc1C(=O)NCCCC(=O)O	nt	-0.61	0.74
CCCCCCCCCCn1cc(C(C)=O)c(=O)[nH]c1=O	-2.7	-0.08	-1.02
